GLP-1R inv ag – inverse agonists of human GLP-1 receptor. P43220. HEK293 GLP-1R CRE-luciferase, luminescence, 24 h; GLP-1R form is constitutively active. Potency, µM (doses to about 38.3 µM), without a hit: at the top dose activity change, negative = inhibition, usual class: inhibitors. 1.6% of 410,000 active; further: potency means the concentration at half of the fitted maximal effect; on the % scale 0 is the no-effect control and ±100 the full control effect; nearly all actives have a fitted effect of over 55% in size
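HEK293 cells stably co-expressing a cAMP-responsive luciferase reporter and constitutively active GLP-1R were seeded, incubated 12 h, then exposed to compounds for 24 h at 37 C. Luminescence was read 12 min after detection reagent; inverse agonists lower signal.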
TDP-43 yeast inh – inhibitors of TDP-43 toxicity in yeast; 1.8% of 410,000 active; AID 652104; TDP-43 expressing yeast growth rescue, BacTiter-Glo, 24 h; Potency, µM (highest dose often 46.1 µM), for inactives: top-dose growth rescue (activation), most hits filed as activators; further: potency means the concentration at half of the fitted maximal effect; % of control where 0% means no effect; nearly all actives have a fitted effect of over 50% in size
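Cell-based yeast growth screen: TDP-43 expression induced in galactose, inoculum OD600=0.02 after raffinose pregrowth to mid-log. Read-out BacTiter-Glo luminescence at 24 hr, 30 deg C; inhibition of toxicity seen as signal increase.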
FUS yeast rescue – rescues growth of FUS-expressing yeast; Potency, µM (top dose mostly 76.6 µM), without a hit: at the highest dose growth rescue (activation), usual class: activators; S. cerevisiae FUS-expressing, growth rescue, OD600, 24 h; 0.24% of 390,000 active;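 further: potency means the concentration at half of the fitted maximal effect; plate controls were DMSO vehicle for no effect and reference control for full effect; nearly all actives have a fitted effect of over 55% in size; some results filed as inactive show a strong effect at the top dose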
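Toxicity suppression screen in FUS-yeast. Cells induced with 2% galactose, starting OD 0.005, treated 24hr at 30C with compounds at multiple final concentrations; growth by OD600.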
aSyn yeast inh – inhibitors of alpha-synuclein toxicity in yeast; 0.14% of 370,000 active; Yeast expressing alpha-synuclein, growth rescue, BacTiter-Glo, 24 h; Potency, µM (series often up to 46.1 µM), for the others: at the top dose growth rescue (activation), usual class: activators; further: potency means the concentration at half of the fitted maximal effect; % of control where 0% means no effect; nearly all actives have a fitted effect of over 65% in size
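Readout is rescue of growth in alpha-synuclein-expressing yeast, so inhibitors of toxicity appear as activators. Growth after 24 hr at 30 deg C in galactose medium is quantified by luminescence.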
GLP-1R agonist – activates the human GLP-1 receptor; P43220; HEK293 GLP-1R CRE-luciferase, luminescence, 4-6 h; cells express a hypersensitive GLP-1R form; Potency, µM (highest dose often 45.6 µM), without a hit: top-dose activation, actives largely listed as activators; 0.007% of 380,000 active; AID 624172; further: potency means the concentration at half of the fitted maximal effect; % of control where 0% means no effect
Akt phos inh – blocks phosphorylation of Akt; Neuro2A IGF-stimulated pAkt S473 HTRF, 20 min; hits give low values; activity change, % for hits at 50 µM; 0.32% of 360,000 active; in the data active means activity change below about -80%; inconclusive means mostly about -51% to -80%; further: on the % scale 0 is the no-effect control and ±100 the full control effect
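Neuro2A cells in DMEM with 0.5% FBS, overnight at 37 deg C, given compound at single 50 µM final, then IGF (6 nM final) for 20 min at 37 deg C. Lysed; phospho-Akt Ser473 by HTRF after 24 h, 665/615 ratio.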
DRD3 antagonist – D3 dopamine receptor (human) antagonism | D3R cells, DiscoveRx beta-arrestin luminescence, antagonist mode; hits give low values | 2.5% of 360,000 active | AID 652054 | max response, negative = inhibition, % | P35462; in the data active means max response below about -50%; inconclusive means no clear call, values can overlap the other calls; further: on the % scale 0 is the no-effect control and ±100 the full control effect; mostly tested at two doses, the higher about 12 µM
Target sequence (P35462 whole entry, looked up): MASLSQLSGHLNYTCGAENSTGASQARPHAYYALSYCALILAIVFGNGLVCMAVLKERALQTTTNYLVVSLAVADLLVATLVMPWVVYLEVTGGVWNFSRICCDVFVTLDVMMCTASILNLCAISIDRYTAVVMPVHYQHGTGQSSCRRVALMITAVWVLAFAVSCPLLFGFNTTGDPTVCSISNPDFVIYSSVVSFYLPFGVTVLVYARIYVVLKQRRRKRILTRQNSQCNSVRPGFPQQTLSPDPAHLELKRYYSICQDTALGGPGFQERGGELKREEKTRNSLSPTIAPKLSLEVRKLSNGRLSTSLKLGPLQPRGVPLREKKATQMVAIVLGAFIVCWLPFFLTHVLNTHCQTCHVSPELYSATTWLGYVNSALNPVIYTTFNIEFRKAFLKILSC
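Cells plated overnight at 1500 cells/well, then exposed to library compounds with dopamine controls for 90 minutes at 37 degrees C. DiscoveRx reagent added for 30–60 minutes at room temperature; luminescence read, quantitative HTS format.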
PTHR1 ag – activates the human parathyroid hormone receptor PTHR1; Q03431; HEK293 GP2 PTHR1 cells, GloSensor cAMP luminescence, 1 h; Potency, µM (titrated, usually from 115 µM), inactives show at the top dose activation, most hits filed as activators; 0.075% of 410,000 active; further: potency means the concentration at half of the fitted maximal effect; nearly all actives have a fitted effect of over 55% in size; some results filed as inactive show a strong effect at the top dose; inactives centre near -15; many of its hits are not listed in these tables
Target sequence (Q03431 whole entry, looked up): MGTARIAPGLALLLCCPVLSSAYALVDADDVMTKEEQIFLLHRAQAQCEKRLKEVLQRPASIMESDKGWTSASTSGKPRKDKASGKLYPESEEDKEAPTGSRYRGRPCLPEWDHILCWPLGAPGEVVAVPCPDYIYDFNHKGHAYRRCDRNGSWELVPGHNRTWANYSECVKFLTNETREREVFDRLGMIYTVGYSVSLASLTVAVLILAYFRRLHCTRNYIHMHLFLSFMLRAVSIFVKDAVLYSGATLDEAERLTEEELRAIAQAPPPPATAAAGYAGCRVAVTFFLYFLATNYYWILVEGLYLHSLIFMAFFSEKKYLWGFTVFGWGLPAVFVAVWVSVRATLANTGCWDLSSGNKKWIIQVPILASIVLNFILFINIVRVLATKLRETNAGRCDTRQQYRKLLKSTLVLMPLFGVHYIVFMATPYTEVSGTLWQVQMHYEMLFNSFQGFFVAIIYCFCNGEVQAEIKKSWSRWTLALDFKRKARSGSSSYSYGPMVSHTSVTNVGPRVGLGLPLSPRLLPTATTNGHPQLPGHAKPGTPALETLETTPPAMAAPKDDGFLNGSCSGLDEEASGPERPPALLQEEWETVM
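HEK-293-derived GP2 cells expressing PTHR1 and a GloSensor cAMP reporter, 3,000/well, plated overnight, given luciferin plus IBMX (each 0.5 mM as added) for 1 h at 37 °C, then compound for 1 h at 37 °C. Luminescence was read after 15 min at room temperature.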
Abeta yeast res – restores growth of yeast expressing A-beta42 peptide; yeast expressing A-beta42, growth rescue, OD600, 48 h; response scale: 0% DMSO, 100% iron-clioquinol control; Potency, µM (highest dose often 46.1 µM), without a hit: top-dose growth rescue, usual class: activators; 0.063% of 410,000 active; AID 1347071; further: potency means the concentration at half of the fitted maximal effect; nearly all actives have a fitted effect of over 55% in size
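Yeast growth medium received pinned compounds, then yeast cells expressing toxic A-beta were added; plates incubated at 30 C for 48 hr. Growth read as absorbance at 600 nm, normalized to DMSO and equimolar FeCl3 plus clioquinol controls.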
Starred values were filed as active, the others as inactive; i = inactive; ? = inconclusive; / = no result given; & = joins results of further samples; [ ] = remark or other dose. Unless noted, the call rests on the fitted dose curve; in most records, active means well fitted curve in the direction sought with a large enough effect; inconclusive means small, poorly fitted or top-dose-only effect, or another doubt; inactive means no such curve, though single readings can be large; an effect the other way counts as inactive or inconclusive. These rows are one share of the data, so the mix of outcomes need not match the whole.

SMILES	GLP-1R inv ag	TDP-43 yeast inh	FUS yeast rescue	aSyn yeast inh	GLP-1R agonist	Akt phos inh	DRD3 antagonist	PTHR1 ag	Abeta yeast res
COc1ccc(C(=O)Nc2nnc(C(F)(F)F)s2)cc1	10%	-22%	12%	-9%	-2%	i	6	-56%[inhibitor]	-12%
CSc1cccc(NC(=O)CCCOc2ccc(Cl)cc2Cl)c1	0%	4%	15%	-15%	0%	i	12	i	12%
Cc1ccc(-n2nnc3c(=O)n(Cc4ccccn4)cnc32)cc1C	7%	23%	-2%	13%	3%	i	6	-1%	2%
Oc1ccc(-n2cccc2/C=N/n2cnnc2)cc1	11%	-6%	23%	-4%	-6%	i	4	6%	-9%
CC(C)C[C@@H](CN1CCCC1CN1C(=S)NC[C@@H]1Cc1ccccc1)N1C[C@H](Cc2ccc(O)cc2)N(CC2CCCCC2)C1=S (stereo partly specified)	?	11%	?	-29%	-2%	i	-7	-1%	5%
O=C(CNC1CCCCCC1)Nc1ccccc1N1CCCCC1	?	14%	-7%	-13%	-11%	i	-64*	-14%[57.5 µM]	?
CCOC(=O)Cn1cnc2c(nnn2-c2cccc(OC)c2)c1=O	3%	15%	-21%	3%	2%	i	11	0%	4%
CC1CC(C)(C)NC(=S)N1CCC(=O)Nc1ccc2c(c1)OCCO2 (stereo unspecified)	-6%[7.66 µM]	?	19%	14%	-3%	i	-15	i	?
CC(=O)NC(CCS(C)(=O)=O)C(=O)Nc1ccc2c(c1)OCCO2 (stereo unspecified)	0%	-13%	-9%	-7%	-2%	i	-7	i	-2%
COc1ccc(-c2ccc(N)[n+](CCCC(=O)O)n2)cc1	1%	16%	-38%	1%&0%	3%	i	-5	-1%	-11%
CCOC(=O)C1=CN(Cc2cccc(F)c2)S(=O)(=O)NC1c1ccccc1 (stereo unspecified)	-14%	18%	13%	10%	4%	i	0	-28%	4%
O=C1C(=O)N(Cc2cccnc2)C(c2ccc(Br)cc2)/C1=C(\O)c1ccc2c(c1)OCCO2 (stereo unspecified)	2%	17%	23%	-3%	-6%	i	3	-15%	8%
COc1ccc(-n2c(=O)c3c(c4cc(OC)ccc4n3C)n(C)c2=O)cc1	2%	4%	-5%	/	0%	/	/	-19%	-7%
CC1(C)CC(c2csc(N)n2)CCO1 (stereo unspecified)	21%	-16%	-5%	-6%	4%	i	-1	i	-5%
COc1cccc(CNC(=O)CN(C)S(=O)(=O)c2ccc3c(c2)n(C)c(=O)c(=O)n3C)c1	3%	-2%	3%	-5%	-2%	i	35	i	-5%
Cc1nc2ccc(C(=O)N(C)CC3CCCN(CCc4ccc(Cl)cc4)C3)cc2[nH]1 (stereo unspecified)	-25%	8%	5%	-1%	5%	i	0	-19%	-6%
COc1ccc(C)cc1NC(=O)NCCCCc1ccccc1	?	?	5%	-11%	0%	i	9	-13%	9%
S=c1nc(SCc2ccccc2)[nH]c2ccccc12	-16%	-5%	1%	-12%	11%	i	-5	-9%	?
CC(C)(C)N1C(=O)[C@H]2[C@@H](c3ccc(Br)cc3)N3C(=O)N(c4ccccc4)C(=O)[C@@]3(C)[C@H]2C1=O	?	5%	41%	-5%	-2%	i	17	i	2%
COc1ccc(N2CC(NC(=O)c3ccc(Br)o3)CC2=O)cc1 (stereo unspecified)	-1%	20%	6%	/	/	/	/	-15%	-1%
Cc1ccccc1C(=O)Nc1ccc(Cl)cn1	-2%	?	-5%	0%	-3%	i	9	-3%[57.5 µM]	-6%
COc1ccc(OC)c(C2CC(=O)C(C)C(c3cc(OC)ccc3OC)N2)c1 (stereo unspecified)	21%	25%	0%	-1%	22%	i	45	i	-9%
O=C(Nc1c(F)c(F)c(F)c(F)c1F)c1ccc(Br)o1	-15%	25%	-45%	-6%	-1%	i	-17	i	-12%
O=C(Nn1cnc2ccccc2c1=O)c1cccc(Cl)c1	1%[7.66 µM]	4%[9.22 µM]	21%	0%	0%	i	-2	i	-9%
C=CCN=C1CC(C)(C)CC(=O)/C1=C(\O)CCCN1C(=O)c2ccccc2C1=O	1%	-14%[9.22 µM]	4%	2%	16%	i	1	-44%[inhibitor]	-12%
COc1cccc(-n2cc(CN(C)C(=O)C3CCC(=O)N(C4CC4)C3)cn2)c1 (stereo unspecified)	5%	14%	-10%	2%	-7%	i	0	i	-7%
COc1ccc(CCn2c(=N)c(C(=O)NCCN3CCOCC3)cc3c(=O)n4cccc(C)c4nc32)cc1OC	95%[activator]	-13%	-14%	0%	10%	i	17	-3%	-3%
O=C(CCCN1C(=O)c2cccc3cccc(c23)C1=O)N1CCN(c2ccccc2)CC1	-17%	-12%	/	-3%	1%	i	?	i	-12%
CCOC(=O)N1CCN(C(=O)c2cc(COc3ccc(Cl)cc3OC)on2)CC1	1%	?	15%	9%	14%	i	7	-62%[inhibitor]	-3%
CC(=O)Nc1ccc(S(=O)(=O)N(Cc2ccccc2)C(C)C)cc1	?	7%	11%	12%	-3%	i	24	-2%	8%
O=C(NCc1ccc(F)cc1)c1cc(C2CCCCN2S(=O)(=O)c2ccc(F)cc2F)on1 (stereo unspecified)	?	12%	35%	4%	8%	i	0	-8%	-6%
CC1CN(C(=O)COC(=O)c2cc(Cl)ccc2Cl)CC(C)O1 (stereo unspecified)	0%	8%	6%	4%	2%	i	0	-23%	7%
NC(=O)CSc1nc(-c2ccccc2)nc2c1CCCC2	-5%	3%	13%	-5%	6%	i	-10	-4%	-8%
CSc1ccc(/C=N/N2CCN(Cc3ccccc3)CC2)cc1	?	-19%	15%	8%	14%	i	-5	-24%	-1%
COc1ccc(-c2nc(C#N)c(NCC3CCCO3)o2)cc1 (stereo unspecified)	0%	-6%	-5%	0%	?	i	-29	-18%	-30%
CCOC(=O)C1=C(CN2CCN(CCC#N)CC2)NC(=O)NC1c1ccc2c(c1)OCO2 (stereo unspecified)	-7%	0%	-3%	2%	7%	i	12	i	7%
CC(C)(C)NC(=O)CN(C(=O)c1csnn1)c1ccccc1-c1ccccc1	-4%	-18%	19%	2%	4%	i	-4	-24%	5%
COc1cccc(Nc2c(F)c(OC)c(F)c(F)c2C(=O)O)c1	19%	0%	-23%	-2%	1%	i	?	i	-2%
O=C(NCc1ccccc1Cl)C1CCCN(C(=O)c2cnn(-c3ccc(F)cc3)c2-n2cccc2)C1 (stereo unspecified)	?	24%	?	1%	0%	/	/	-73%[inhibitor]	-9%
C=CCn1c(SCC(=O)O)nnc1-c1ccccc1	-2%	11%	30%	-10%	-14%	i	8	-1%[57.5 µM]	-12%
CCN(CC)c1ccc(/C=N/N2CCN(Cc3ccccc3)CC2)c(O)c1	?	16%	/	9%	1%	i	?	-25%	8%
CCCNC(=O)C1(C)CCN(Cc2cc(C)n(C)n2)C1 (stereo unspecified)	-7%	9%	-20%	-5%	2%	/	7	-19%	-15%
N#Cc1ccc(CSc2ccccn2)c(Cl)c1	?	?	-10%	1%	-2%	i	18	-32%[inhibitor]	6%
CC(=NCCCN(C)C)C1=C(O)c2ccccc2C1=O	10%	-17%	-2%	-7%	17%	i	-6	i	4%
O=c1c(-c2ccc(Cl)cc2)[n+]([O-])c2ccccc2n1OCc1nc2ccccc2[nH]1	-4%	-24%	25%	6%	7%	i	3	-17%	-1%
Cn1c(CNC(=O)c2ccco2)nnc1SCC(=O)c1ccc(F)cc1	9%	3%	9%	-6%	8%	i	-8	i	-5%
O=C(c1cc(-c2ccc(Br)cc2)nc2ccccc12)N1CCC1	?	-5%	32%	-2%	1%	i	1	i	-26%
C=CC(C)(C)c1[nH]cnc1/C=C1\NC(=O)C(C(C)C)NC1=O (stereo unspecified)	?	4%	-9%	-3%	1%	i	1	-23%	-4%
CC1=NN(c2ccc(C(F)(F)F)cn2)C(=O)C1	1%	-13%[0.397 µM]	11%	?	3%	i	-16	-23%	-72%[inhibitor]
Cc1[nH]c(=O)[nH]c(=O)c1S(=O)(=O)N1CCCC(C(=O)NCc2ccco2)C1 (stereo unspecified)	11%	8%	17%	1%	-4%	i	-9	-1%	-1%
CCc1ccc(OCC(=O)N2CCN=C2c2ccccc2)cc1	-3%	6%	7%	-5%	-6%	i	45	-21%[57.5 µM]	8%
CC(CCc1ccccc1)NC(=S)NC(=O)c1ccco1 (stereo unspecified)	-28%	0%	4%	-6%	15%	i	?	i	21%
Cc1nc(=O)c(-c2ccccc2)c(C)n1-c1ccccc1C(=O)O	0%	16%	1%	3%	3%	i	-20	-12%[57.5 µM]	-1%
COC(=O)c1ccc(NC(=O)C2CCN(C(=O)Nc3ccccc3)CC2)cc1	-5%	11%	19%	-4%[1.84 µM]	10%	i	-8	-14%	-1%

Three compounds already listed, sorted by molar mass, lowest first.
SMILES	GLP-1R inv ag	TDP-43 yeast inh	FUS yeast rescue	aSyn yeast inh	GLP-1R agonist	Akt phos inh	DRD3 antagonist	PTHR1 ag	Abeta yeast res
N#Cc1ccc(CSc2ccccn2)c(Cl)c1	?	?	-10%	1%	-2%	i	18	-32%[inhibitor]	6%
CCOC(=O)C1=CN(Cc2cccc(F)c2)S(=O)(=O)NC1c1ccccc1 (stereo unspecified)	-14%	18%	13%	10%	4%	i	0	-28%	4%
CC(C)(C)NC(=O)CN(C(=O)c1csnn1)c1ccccc1-c1ccccc1	-4%	-18%	19%	2%	4%	i	-4	-24%	5%
